Tb PYK inh – inhibitors of Trypanosoma brucei pyruvate kinase. TbPYK enzyme, Kinase-Glo Plus ATP luminescence, 45 min. Potency, µM (doses to about 76.8 µM), inactives show at the top dose activity, negative = inhibition, most hits filed as inhibitors. Q57TT1. AID 624173. 410,000 tested, 0.12% active; further: potency means the concentration at half of the fitted maximal effect; on the % scale 0 is the no-effect control and ±100 the full control effect; nearly all actives have a fitted effect of over 50% in size
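Luminescence from Kinase-Glo Plus, added after a 45-minute room-temperature reaction, served as the end-point read-out. The enzyme and substrate were preincubated with compound before ADP (130 uM final) initiated turnover. Concentration-effect curves came from normalized qHTS data.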
LmPK inhibitor – blocks Leishmania mexicana pyruvate kinase activity; Q27686; purified LmPK, Kinase-Glo ATP luminescence, 1 h; Potency, µM (titrated, usually from 57.5 µM), inactives show at the highest dose activity change, negative = inhibition, actives largely listed as inhibitors; 290,000 tested, 0.37% active; AID 1721; further: potency means the concentration at half of the fitted maximal effect; on the % scale 0 is the no-effect control and ±100 the full control effect
Target sequence (Q27686 whole entry, looked up): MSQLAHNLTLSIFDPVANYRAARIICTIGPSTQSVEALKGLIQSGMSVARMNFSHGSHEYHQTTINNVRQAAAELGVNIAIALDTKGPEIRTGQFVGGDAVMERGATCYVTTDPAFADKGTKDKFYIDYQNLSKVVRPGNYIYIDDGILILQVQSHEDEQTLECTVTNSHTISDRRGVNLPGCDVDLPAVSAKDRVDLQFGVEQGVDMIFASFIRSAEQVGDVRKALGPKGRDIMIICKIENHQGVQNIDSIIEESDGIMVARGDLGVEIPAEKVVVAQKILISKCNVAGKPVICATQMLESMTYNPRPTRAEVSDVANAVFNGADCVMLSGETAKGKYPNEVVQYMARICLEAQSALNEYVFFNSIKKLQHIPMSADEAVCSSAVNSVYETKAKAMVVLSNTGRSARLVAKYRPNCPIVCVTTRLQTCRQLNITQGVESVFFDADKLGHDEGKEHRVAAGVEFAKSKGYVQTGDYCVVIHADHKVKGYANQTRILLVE
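Pyruvate kinase activity monitored as ATP production (luciferase luminescence). Conditions: 0.1 nM enzyme, 0.5 mM PEP, 0.1 mM ADP, 1 h, RT; normalized against uninhibited and no-enzyme wells.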
AMA1 RON2 block – AMA1-RON2 (P. falciparum) interaction inhibition. AlphaScreen AMA1-biotinylated RON2 peptide binding. Potency, µM (series often up to 58.2 µM), for the others: top-dose activity change, negative = inhibition, hits mostly inhibitors. 360,000 tested, 0.2% active;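 further: potency means the concentration at half of the fitted maximal effect; 0% = vehicle wells and -100% = peptide control; nearly all actives have a fitted effect of over 45% in size; some results filed as inactive show a strong effect at the top dose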
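AMA1 (3D7) with his tag at 25 nM final met compounds first, then biotinylated RON2 peptide at 25 nM; detection used donor plus acceptor beads, 10 µg/mL apiece, read by AlphaScreen after 30 min at room temperature.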
Shiga inhibitor – inhibitors of Shiga toxin in Vero cells. Vero cells, Shiga toxin protein synthesis inhibition reporter. inhibition, % at 38.7 µM. 290,000 tested, 9.2% active. AID 2315; in the data active means inhibition mostly above about 28%, no sharp cut-off; inactive means mostly below about 43%; further: 0% is about no effect
Pf growth 96h – P. falciparum growth inhibition at 96 hours | P. falciparum luciferase reporter growth, 96 h | Potency, µM (series often up to 28.7 µM), for the others: top-dose activity change, negative = inhibition, hits mostly inhibitors | 320,000 tested, 6.9% active; further: potency means the concentration at half of the fitted maximal effect; on the % scale 0 is the no-effect control and ±100 the full control effect
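Two-generation exposure (96 h) targets delayed-death phenotype. Reporter parasites carrying integrated firefly luciferase, in red cells at 2% hematocrit and 0.05% parasitemia final, kept at 37 C, 5% CO2; luminescence loss indicates inhibition.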
Cycloheximide cs – counter-screen for Shiga toxin inhibitors: cycloheximide protein synthesis inhibition; cell reporter, cycloheximide protein synthesis inhibition counterscreen; max response, %; 300,000 tested, 12% active; AID 2314; in the data active means max response mostly above about 13%, no sharp cut-off; inactive means mostly below about 14%; further: read at 38.3 µM for the half of the compounds with a filed dose; 0% is about no effect
Pf growth 48h – P. falciparum growth inhibition at 48 hours (one generation); Potency, µM (top dose mostly 28.7 µM), for the others: top-dose activity change, negative = inhibition, actives largely listed as inhibitors; P. falciparum luciferase growth in erythrocytes, 48 h; 310,000 tested, 5.9% active; further: potency means the concentration at half of the fitted maximal effect; on the % scale 0 is the no-effect control and ±100 the full control effect
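Here the parasites carry a stable luciferase gene and grow inside erythrocytes in Albumax-based RPMI medium with compound for one erythrocytic cycle. Activity is scored as loss of luminescent signal.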
Active calls of the source: *; ? = inconclusive; / = no result given; [ ] = remark or other dose. Unless noted, the call rests on the fitted dose curve; in most records, active means well fitted curve in the direction sought with a large enough effect; inconclusive means small, poorly fitted or top-dose-only effect, or another doubt; inactive means no such curve, though single readings can be large; an effect the other way counts as inactive or inconclusive. Outcome played no part in choosing rows. About 21% of those tested had a hit in this group.

Sequence of screens: Tb PYK inh, Pf growth 48h, AMA1 RON2 block, LmPK inhibitor, Pf growth 96h, Shiga inhibitor, Cycloheximide cs
> O=C1c2ccccc2C(=Nc2ccccc2)C1c1cccc(Br)c1 (configuration not stated)
  4.4%, ?, -29.9%, -1.2%, 4.15µM*, -6.2, -2.7
> COc1ccc(NC2CCCN(C(=O)c3csc(C)n3)C2)cc1 (configuration not stated)
  5.1%, 0.2%, -16.3%, -5.9%, -22.3%, -7.8, 4.4
> C=CCNC(=O)COC(=O)c1ccccc1C(=O)N(C)C1CCCCC1
  4.0%, -6.2%, 12.2%, 1.9%, 1.1%, -4.8, -1.7
> CSc1ncccc1C(=O)NCC(=O)Nc1ccc(F)c(F)c1
  -11.2%, 4.6%, 7.8%, -2.2%, 32.3%[activator], -11.1, -0.8
> O=C(Nc1ccccc1Br)C1CCC(=O)N1Cc1ccccc1Cl (configuration not stated)
  -2.7%, -3.2%, 6.3%, 1.5%, 3.1%, -13.5, 8.1
> COc1ccc(NC(C)=O)cc1C#N
  6.0%, -1.5%, -0.5%, 1.9%, 7.1%, -2.2, -1.4
> NC(=NCCc1ccccc1)NS(=O)(=O)c1ccc(F)cc1
  4.8%, 2.7%, 31.2%[activator], 2.8%, -15.2%, -7.1, -5.5
> CCOC(=O)c1ccccc1NC(=O)c1cccc2c1C(=O)N(C1CCN(C(=O)OCC)CC1)C2
  -2.7%, /, -6.9%, 5.8%, -3.2%, 3.2, -3.7
> CCC1CCCCN1CCCNC(=O)CCC(=O)N1CC(C)Oc2ccccc21 (configuration not stated)
  2.5%, 4.9%, -2.0%, -0.2%, ?, -5.8, -0.8
> CC(=O)NCCC(=O)Nc1nc(-c2ccccc2Cl)cs1
  -4.0%, -18.0%, -4.2%, -1.3%, -5.4%, 22.0, 8.3
> Cc1noc(C)c1COc1ccc(C(=O)NCC(c2c(F)cccc2Cl)N(C)C)cc1 (configuration not stated)
  2.4%, ?, -13.3%, /, 9.28µM*, /, /
> O=C(CSc1nnc(CNC(=O)c2ccccc2)o1)Nc1nccs1
  -23.0%, 91.9%[activator], -12.2%, 2.0%, -0.8%, -4.7, 0.6
> O=S(=O)(Nn1cnnc1)c1ccc(F)cc1
  1.2%, 9.8%, 14.2%, 1.0%, 31.6%[activator], -2.2, 0.5
> COc1ccc(/C=C/C(=O)Nc2cc(F)ccc2C)cc1S(=O)(=O)N1CCOCC1
  -3.7%, 14.7µM*, -2.0%, -0.7%, ?, 7.8, 6.8
> O=C(c1ccc2c(c1)N(Cc1ccccc1)C(=O)c1ccccc1S2)N1CCCC1
  1.8%, -39.3%, -23.3%, 0.8%, ?, -1.5, -0.7
> O=C1CC(N2CCN(c3nc4ccccc4s3)CC2)C(=O)N1Cc1cccs1 (configuration not stated)
  -6.5%, -8.9%, -5.4%, 5.1%, /, -0.7, 11.7
> CC1=C(C)Cc2c(OC(=O)c3ccccc3)ccc(OC(=O)c3ccccc3)c2C1
  /, -3.3%, /, ?, 5.3%, -4.3, 2.0
> CCc1ccc2c(c1)C1(NN=C(c3ccc(C)cc3)S1)C(=O)N2 (configuration not stated)
  -14.7%, 0.415µM*, 22.3%, -12.6%, ?, 73.7*, 23.7*
> CCOC(=O)Cn1c(=N)n(Cc2ccccc2F)c2ccccc21
  2.1%, 3.7%, 6.6%, -6.3%, 38.6%[activator], -9.2, -2.0
> Cc1cccc(-n2c(O)c(C=NC3CCS(=O)(=O)C3)c3ccccc3c2=O)c1C (configuration not stated)
  -4.2%, -8.6%, -16.7%, 1.4%, -7.6%, -7.1, 8.9

Some entries already given, showing only Shiga inhibitor.
compound,Shiga inhibitor
CC1=C(C)Cc2c(OC(=O)c3ccccc3)ccc(OC(=O)c3ccccc3)c2C1,-4.3
CCc1ccc2c(c1)C1(NN=C(c3ccc(C)cc3)S1)C(=O)N2 (configuration not stated),73.7*

Carrying on:
Sequence of screens: Tb PYK inh, Pf growth 48h, AMA1 RON2 block, LmPK inhibitor, Pf growth 96h, Shiga inhibitor, Cycloheximide cs
> CC1=CC(C)(C)Nc2ccc(OC(=O)c3cccnc3)cc21
  -0.1%, 5.22µM*, -11.8%, 5.0%, /, 93.5*, 27.0*
> O=C(Cn1cnc2ccccc21)N/N=C/C(Br)=C/c1ccccc1
  -1.9%, -4.3%, -9.5%, 2.3%, ?, -0.9, 5.4
> O=C(O)c1ccc(Cn2nnc3sc4c(c3c2=O)CCCC4)cc1
  -6.9%, 57.9%[activator], -20.6%, 0.5%, -10.1%, 166.6*, 41.3*
> Cc1ccc(C(=O)c2ccccc2C(=O)OCC(=O)NCC2CCCO2)cc1 (configuration not stated)
  5.4%, 11.4%, -9.9%, 3.0%, 93.2%[activator], -3.0, 3.0
> CCCc1ccc(C2C3=C(CC(C)(C)CC3=O)NC3=C2C(=O)c2ccccc23)cc1 (configuration not stated)
  ?, 9.28µM*, ?, 3.7%, 3.29µM*, -8.5, -1.7
> COC(=O)c1ccc2c(=O)n(Cc3ccc4c(c3)OCO4)c(=S)[nH]c2c1
  -0.4%, -21.3%[0.00184 µM], 101.5%[activator], 1.1%, ?, -3.0, -5.4
> Cc1cccn2c(=O)c3c(nc12)N1CCCCC1C1(C3)C(=O)N(C)C(=O)N(C)C1=O (configuration not stated)
  3.4%, ?, -6.5%, -2.1%, 2.94µM*, -3.3, 1.0
> COc1ccc(CC(NC(C)=O)C(=O)NC2CCN(c3nc(C)cc(C)c3C#N)CC2)cc1OC (configuration not stated)
  2.0%, ?, 3.6%, 1.2%, 3.6%, -20.0, -7.8
> Cc1nc(-c2cccc3ccccc23)ccc1C(=O)O
  6.4%, 0.2%, -14.4%, -2.6%, -2.6%, 11.0, -2.4
> Nc1nonc1-n1nnc(C(=O)N/N=C/c2ccccc2F)c1CN1CCc2ccccc21
  0.4%, ?, 32.0%[activator], 7.6%, 3.5%, -6.8, -1.3
> Cc1ccc(S(=O)(=O)N2CCOCC2)cc1C(=O)Nc1cccc(S(=O)(=O)N2CCCC2)c1
  1.1%, ?, -1.1%, -2.2%, ?, 1.8, -3.3
> CCN(CC)CCCNCC(=O)Nc1ccc(OC)c(Cl)c1
  /, ?, /, -12.9%, ?, -5.1, 1.2
> CCN(CC)S(=O)(=O)c1ccc(N2CCCCC2)c(NC(=O)/C=C/c2cc(OC)c(OC)c(OC)c2)c1
  9.2%, ?, 7.0%, 0.8%, 10.4µM*, -4.3, -1.4
> COc1ccc2nc(NC(=O)c3sc4nc(C)cc(C)c4c3N)sc2c1
  -3.9%, 148.7%[activator], 2.1%, 2.2%, 214.8%[activator], 76.3*, 36.0*
> NC(=O)c1ccc(C(F)(F)F)n(Cc2cccc(Cl)c2)c1=O
  0.0%, ?, 1.7%, 0.7%, 103.9%[activator], -24.0, -2.4
> Cc1ccc(NC(=O)Cn2nc(C)c3ccccc3c2=O)c(C)c1
  -2.9%, 22.3%, -2.6%, -3.4%, /, 10.2, -1.4
> COc1cccc(/C=N/n2c(SC)nnc2-c2ccccc2)c1OC
  -11.6%, 1.5%, 0.0%, -3.8%, 59.2%[activator], -15.4, -2.1
> CCN1CCN(c2c(Cl)cccc2NC(=O)c2ccco2)CC1
  1.9%, -12.8%, -6.4%, 0.4%, -20.7%, -12.7, -3.0
> CCOC(=O)c1nnn(-c2nonc2N)c1-c1ccc(Cl)cc1
  -6.8%, 11.7µM*, 3.1%, -6.6%, ?, -7.4, 4.9
> O=C(Nc1ccc(Cl)c(S(=O)(=O)Nc2ccccc2Cl)c1)c1cccs1
  1.4%, -0.5%, -9.7%, 4.2%, -6.9%, -7.1, -3.8

Random excerpt: 2 entries already listed, in no set order.
Sequence of screens: Tb PYK inh, Pf growth 48h, AMA1 RON2 block, LmPK inhibitor, Pf growth 96h, Shiga inhibitor, Cycloheximide cs
> COC(=O)c1ccc2c(=O)n(Cc3ccc4c(c3)OCO4)c(=S)[nH]c2c1
  -0.4%, -21.3%[0.00184 µM], 101.5%[activator], 1.1%, ?, -3.0, -5.4
> O=C(Nc1ccc(Cl)c(S(=O)(=O)Nc2ccccc2Cl)c1)c1cccs1
  1.4%, -0.5%, -9.7%, 4.2%, -6.9%, -7.1, -3.8

Next part
Sequence of screens: Tb PYK inh, Pf growth 48h, AMA1 RON2 block, LmPK inhibitor, Pf growth 96h, Shiga inhibitor, Cycloheximide cs
> CCn1c(=S)sc2c(=O)n(CC(=O)Nc3ccc(OC)c(Cl)c3)c(C)nc21
  2.6%, 7.9%, 5.2%, 11.0%, -6.5%, -6.2, -7.6
> CCOc1ccc(C(=O)OC(C)CN2CCCCC2)cc1 (configuration not stated)
  -3.9%, -3.9%, -2.6%, -4.4%, ?, 25.9*, 9.7
> Cc1cc(-c2nnc(SCC(=O)Nc3ccc(C(F)(F)F)cc3)n2C)no1
  -4.3%, 0.0%, -3.9%, 2.2%, 10.7%, 6.6, -2.3
> COc1ccc(NC(=O)Cc2nnc(SCC(=O)Nc3cc(C)ccc3OC)n2C)cc1
  -7.9%, -15.1%, 5.8%, 8.1%, 7.8%, 11.1, -2.6
> CCOC(=O)c1c2ccc(OCC(=O)N/N=C/c3ccc(C)cc3)cc2n2ccccc12
  -0.7%, 21.2%, -1.0%, 5.7%, -14.1%, 5.1, -4.2
> CCOC(=O)c1csc(NC(=O)c2ccc(S(=O)(=O)N(CC)CC)cc2)n1
  2.3%, 2.8%, -5.6%, -0.2%, -10.6%, 13.5, -2.7
> Cc1cc(NC(=O)CSc2nnc(COc3cccc(C)c3C)n2C)no1
  -4.9%, -6.9%, -15.5%, 0.5%, ?, -5.9, 2.0
> CCN(CC(=O)Nc1c(F)cccc1F)C(=O)c1ccc(Sc2nncn2C)c([N+](=O)[O-])c1
  -6.0%, ?, -1.4%, /, -19.5%, /, /
> C/C(=N\NC(=O)c1cccnc1)c1ccc(-c2ccccc2)cc1
  -2.2%, 35.1%[activator], -2.6%, -1.1%, 35.5%[activator], 20.1, 12.6*
> Cc1[nH]n(C)c(=O)c1[N+](=O)[O-]
  1.4%, 1.5%, 0.0%, -2.7%, 34.8%[activator], -6.0, -1.5
> CCN(CC)S(=O)(=O)c1ccc(N2CCOCC2)c(NC(=O)c2ccc(N3CCCC3=O)cc2)c1
  -6.3%, 7.38µM*, 3.7%, /, 14.7µM*, /, /
> O=C(NCCSc1c[nH]c2ccccc12)c1c(F)cccc1F
  -1.3%, 10.1%, -4.5%, 4.0%, 3.3%, 31.3, -0.6

Among those listed so far, two have a COOH group:
Sequence of screens: Tb PYK inh, Pf growth 48h, AMA1 RON2 block, LmPK inhibitor, Pf growth 96h, Shiga inhibitor, Cycloheximide cs
> O=C(O)c1ccc(Cn2nnc3sc4c(c3c2=O)CCCC4)cc1
  -6.9%, 57.9%[activator], -20.6%, 0.5%, -10.1%, 166.6*, 41.3*
> Cc1nc(-c2cccc3ccccc23)ccc1C(=O)O
  6.4%, 0.2%, -14.4%, -2.6%, -2.6%, 11.0, -2.4

Screening results as filed in PubChem.
